TPT1 inh: C. albicans TPT1 enzyme inhibition. recombinant caTPT1, FP RNA substrate dephosphorylation. 300,000 compounds, 0.81% hits. inhibition, % at 5 µM;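 active = inhibition above the mean of all tested compounds plus 3 SD, set per screening campaign, cut at about 24% in these data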;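 note: plate controls were DMSO alone for no effect and ferristatin control at 100 nM for full effect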
core dimer inh: HCV core protein dimerization inhibition; TR-FRET GST/Flag-core106 dimerization, 1536-well; inhibition, % at 5 µM; 300,000 compounds, 0.33% hits; AID 1899;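 active = inhibition above the mean of all tested compounds plus 3 SD, set per screening campaign, cut at about 45% in these data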
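Test system: GST/Flag-tagged HCV core106 proteins; Medium: KF-containing HEPES buffer, pH 7.45, DTT, CHAPS, BSA; Times: compound-protein-antibody incubation 4 h at 22.5 °C; Detection: TR-FRET 671 and 617 nm emission; Benchmarks: wells lacking GST-core106 and wells with excess unlabelled core106.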
AHR act: activators of human aryl hydrocarbon receptor; activation, % at 5 µM; 320,000 compounds, 2.5% hits; AHR-responsive luciferase reporter cells, luminescence; in the data active = activation above about 47%;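 note: 0% = vehicle wells and 100% = reference agonist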
PAFAH2 inh: PAFAH2 (human) inhibition | Q99487 | recombinant PAFAH2, FP-rhodamine activity probe, fluorescence polarization | inhibition, % at 3.39 µM | 340,000 compounds, 0.99% hits;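 active = inhibition above the mean over all tested compounds plus 3 SD, cut at about 30% in these data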;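 note: inhibitors block probe labeling of enzyme so polarization drops; 0% = enzyme with DMSO and 100% = wells lacking PAFAH2 protein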
PP1 inh: counter-screen for PP5 inhibitors: inhibitors of human PP1-alpha; purified PP1alpha, OMFP fluorescence; P62136; 320,000 compounds, 0.9% hits; inhibition, % at 6.7 µM;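 active = inhibition above the mean inhibition of all tested compounds plus 3 SD, computed separately for each screening campaign, cut at about 15% in these data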
Target sequence (P62136 whole entry, looked up): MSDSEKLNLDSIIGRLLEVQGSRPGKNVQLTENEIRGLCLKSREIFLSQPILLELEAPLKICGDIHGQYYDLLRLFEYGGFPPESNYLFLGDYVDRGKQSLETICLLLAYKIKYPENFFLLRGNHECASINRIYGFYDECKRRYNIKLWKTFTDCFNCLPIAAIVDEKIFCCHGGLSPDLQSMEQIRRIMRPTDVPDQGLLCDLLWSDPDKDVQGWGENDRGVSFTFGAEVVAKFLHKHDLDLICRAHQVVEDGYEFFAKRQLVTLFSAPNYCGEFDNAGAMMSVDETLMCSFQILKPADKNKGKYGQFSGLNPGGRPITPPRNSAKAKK
CTSL1 counter: counter-screen for PFM18AAP inhibitors: inhibitors of F. hepatica cathepsin L1; inhibition, % at 5.96 µM; 300,000 compounds, 0.49% hits; recombinant F. hepatica cathepsin L1, Z-Leu-Arg-MCA fluorescence; AID 1906;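 active = inhibition above the mean of all tested compounds plus 3 SD, set per screening campaign, cut at about 17% in these data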;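 note: 0% = plate median of test compound wells and 100% = 1 µM Z-Phe-Ala-diazomethylketone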
procasp3 activ: procaspase-3 (human) activation; P42574; recombinant procaspase-3 D3A, Ac-DEVD-pNA absorbance 405 nm; activation, % at 8.5 µM; 330,000 compounds, 0.11% hits; AID 463141;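 active = activation above the mean of all tested compounds plus 3 SD, cut at about 21% in these data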;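 note: 0% = DMSO alone and 100% = DMSO wells spiked with extra 5 µM PC-3 D3A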
Target sequence (P42574 whole entry D9A/D28A/D175A): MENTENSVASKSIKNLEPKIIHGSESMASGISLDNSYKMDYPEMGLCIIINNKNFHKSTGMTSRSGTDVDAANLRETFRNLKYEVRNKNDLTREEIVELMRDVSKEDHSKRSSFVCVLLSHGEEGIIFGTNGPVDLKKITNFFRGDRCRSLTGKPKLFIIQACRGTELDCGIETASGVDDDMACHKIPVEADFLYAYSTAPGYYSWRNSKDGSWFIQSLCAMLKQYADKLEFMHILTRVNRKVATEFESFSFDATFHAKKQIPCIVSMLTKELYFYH
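Test system: Procaspase-3 D3A mutant; medium: Zinc-free HEPES/NaCl buffer with 0.01% Triton X-100 at pH 7.4; reagent: DEVD-pNA substrate; doses: one concentration, 8.5 µM nominal, 0.8% DMSO; times: 1 h preincubation plus 2 h reaction at 25 °C; signal: Epi-absorbance at 405 nm of released p-nitroaniline, 0 and 120 min; replicates: singlicate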
PP5 primary: blocks human protein phosphatase 5 activity | 320,000 compounds, 0.18% hits | P53041 | inhibition, % at 6.7 µM | purified PP5c, OMFP substrate fluorescence;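 active = inhibition above the campaign's mean inhibition across all tested compounds plus 3 SD, cut at about 9.5% in these data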;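 note: 0% = DMSO only and 100% = 100 µM cantharidin control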
proCasp7 act: counter-screen: procaspase-7 (human) activation; AID 463210; P55210; activation, % at 8.5 µM; recombinant procaspase-7, Ac-DEVD-pNA absorbance 405 nm; D23A/D198A/D206A triple mutant, cannot self-cleave; scale: DMSO 0, 5 µM enzyme 100; 330,000 compounds, 0.093% hits;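 active = percent activation above the screen-wide mean plus 3 SD, cut at about 25% in these data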
Target sequence (P55210 whole entry D23A/D198A/D206A): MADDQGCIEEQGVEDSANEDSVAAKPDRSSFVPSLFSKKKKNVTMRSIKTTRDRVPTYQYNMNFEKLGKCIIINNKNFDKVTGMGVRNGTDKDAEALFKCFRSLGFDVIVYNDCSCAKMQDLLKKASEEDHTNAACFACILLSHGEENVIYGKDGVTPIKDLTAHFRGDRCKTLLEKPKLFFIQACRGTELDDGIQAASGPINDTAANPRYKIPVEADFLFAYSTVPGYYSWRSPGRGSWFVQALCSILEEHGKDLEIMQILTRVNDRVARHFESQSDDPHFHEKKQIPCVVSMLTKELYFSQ
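Assay system – Uncleavable procaspase-7 mutant enzyme · Quantity – 2 µM procaspase-7 mutant as dispensed · Times – 1 h preincubation, 2 h reaction · Dosing – single nominal 8.5 µM compound dose, 0.8% DMSO final · Buffer or medium – Zinc-free 50 mM HEPES buffer, pH 7.4, with NaCl and Triton X-100 · Detection – Epi-absorbance of released pNA at 405 nm, two timepoints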
* marks the source's active call; other numbers are inactive results; · = not tested or not shown.

SMILES	TPT1 inh	core dimer inh	AHR act	PAFAH2 inh	PP1 inh	CTSL1 counter	procasp3 activ	PP5 primary	proCasp7 act
COC(=O)c1cc(NC(=O)CC2NCCNC2=O)cc(C(=O)OC)c1 (stereo not drawn)	-1	-13	0	6	-6	10	-3	4.4	5
COc1cc(C)c(S(=O)(=O)NCc2cccs2)cc1C	4	5	-2	3	-1	-2	0	5.3	5
CCN(CC)S(=O)(=O)c1ccc(NC(=O)CSc2nnc(-c3cccc(OC)c3)n2C)cc1	2	1	1	0	0	1	0	-0.4	7
Cc1ccc(CS(=O)(=O)Cc2ccc(C(=O)NCCc3ccccc3)o2)cc1	0	-1	11	4	-2	-4	-1	0.8	-1
Cn1ccnc1SCC(=O)Nc1ccc2c(c1)OCCO2	-2	2	18	5	-3	0	-8	2.9	13
COc1ccc(CCN2CC(C(=O)NCCc3ccccc3C)CCC2=O)cc1 (stereo not drawn)	-2	-1	0	1	-4	0	2	1.9	9
Cc1cc(C(=O)N(CCC#N)Cc2cccs2)no1	-2	4	2	3	-1	-1	0	0.1	5
CCCCNc1nc(N(C)c2ccccc2)nc(-n2ccnc2)n1	1	3	61*	-1	13	2	3	3.7	0
O=C1C=C(c2ccc3c(c2)OCO3)C[C@@H](c2ccc(F)cc2)C1	·	·	13	-1	-1	·	7	2.2	4
CC(=O)OC1COC(n2ccc3ccccc32)C(OC(C)=O)C1OC(C)=O (stereo not drawn)	-2	-3	15	18	-4	-1	1	2.3	12
CCOC(=O)Cn1cnc2scc(-c3ccc(C)cc3)c2c1=O	-1	-1	3	-4	0	-2	11	3.2	0
CCOC(=O)c1c(CC(C)C)csc1NC(=O)C(C)C	-4	8	4	0	-1	7	-1	0.5	-5
CCOc1c(C)cc(S(=O)(=O)NCc2ccccn2)c(C)c1C	0	-4	1	4	-1	-3	1	0.3	2
CCN1C(=O)[C@H]2[C@@H](c3ccc(-c4ccc(Cl)c(Cl)c4)cc3)N3CCCC[C@@]3(C(=O)OC)[C@H]2C1=O	-2	3	6	-2	-9	-3	5	-2.3	1
COc1ccc2c(c1)NC(c1ccc(N(C)C)cc1)c1cccn1-2 (stereo not drawn)	9	7	26	3	-6	0	-4	-0.6	-8
Cc1nc2ccccn2c1-c1csc(Nc2cccc(C(=O)O)c2)n1	-4	-8	7	9	2	-4	12	1.2	1
Cc1cccc(OCCCSc2nc3ccc(C)cc3[nH]2)c1	0	1	24	-8	1	-1	6	3.2	3
CCOC(=O)c1cc(C(=O)OCC)c(=O)[nH]c1N1CCCCC1	3	3	5	7	1	4	9	0.9	-10
O=C(Cc1ncc(C(F)(F)F)cc1Cl)NCCc1ccccn1	0	0	1	-4	-6	-1	2	0.3	8
O=C(CCc1ccccc1)Nc1ccncc1	-2	-1	1	-4	-1	-3	7	-0.1	-9
Cc1ccc(Nc2c(-c3ccc(C)o3)nc3ncccn23)cc1	4	-5	3	9	-3	-7	-14	-2.1	-13
O=C(/C=C/c1cccc(Cl)c1)N1CCC(Cc2ccccc2)CC1	1	6	6	1	1	3	-2	3.1	12
CC(=O)N1CCN(c2ccc(NC(=O)C(c3ccccc3)c3ccccc3)cc2)CC1	2	2	-4	-2	-1	-3	9	3.1	6
CC(=O)Nc1ccc(NC(=O)CSc2nc(N)c(NC(=O)c3ccco3)c(=O)[nH]2)cc1	0	9	-2	0	-5	0	-1	2.2	10
CCCSC1=N/C(=C/c2ccsc2)C(=O)N1c1ccccc1	1	1	12	8	-5	1	-7	1.6	-13
Nc1ncc(N=Nc2cc(C(=O)O)ccc2Cl)s1	-7	-3	2	22	0	6	-8	-1.9	-28
O=C(/C=C/c1ccccc1O)c1ccco1	-2	1	-5	-6	4	3	-4	0.1	-6
COc1cc(C(=O)Nc2nnc(CC(=O)N3CCOCC3)s2)cc(OC)c1OC	-5	-8	-2	-5	0	2	-4	-0.3	4
Cc1c(NC(=O)CSc2nncn2-c2ccccc2)c(=O)n(-c2ccccc2)n1C	1	0	0	8	-4	3	-1	1.3	0
CCN1C(=O)/C(=C/c2cc(C)n(C)c2C)SC1=Nc1ccc(OC)cc1	13	-3	11	7	3	5	-4	3.6	-8
CCC(C(=O)NC1CCCCCC1)c1ccccc1 (stereo not drawn)	0	-2	-1	3	-5	1	-14	-1.4	6
O=C(CSc1nc2ccccc2c(=O)[nH]1)Nc1ccc(N2CCOCC2)cc1	0	9	11	8	-1	-1	-1	-3.3	3
CC(C)CN(CC(C)C)CC(O)COc1ccc([N+](=O)[O-])cc1 (stereo not drawn)	0	-3	6	-12	3	2	-2	4.5	7
CN(CC(=O)NCc1ccncc1)S(=O)(=O)c1ccc(F)cc1	-1	2	0	9	5	12	-4	-2.1	-3
COC(=O)NNC(=S)NCc1ccc(C)cc1	2	3	4	-2	1	-2	1	-1.9	10
CCOc1ccc(Cl)cc1S(=O)(=O)N1CCCC1	1	-4	-2	5	8	-4	8	-0.4	-7
COc1ccc(-c2cc(-c3ccccc3)c(C#N)c(SCC(=O)Nc3ncc(C)s3)n2)cc1	0	56*	7	-42	4	3	2	3.9	6
CCCC(=O)Nc1cccc(-c2cn3cccnc3n2)c1	4	1	30	0	-4	0	-6	-2.3	3
CCN(CC)C(=O)c1[nH]cnc1C(=O)NCC(=O)OCc1ccccc1	0	-4	1	13	-1	-1	5	3.1	-6
COc1cccc(/C=C(/C(=O)OCC(=O)NC2CCCCCCC2)c2ccccc2)c1	0	1	-3	12	3	-1	-3	3.2	-6

By substructure, those above containing a cyano group.
SMILES	TPT1 inh	core dimer inh	AHR act	PAFAH2 inh	PP1 inh	CTSL1 counter	procasp3 activ	PP5 primary	proCasp7 act
Cc1cc(C(=O)N(CCC#N)Cc2cccs2)no1	-2	4	2	3	-1	-1	0	0.1	5
COc1ccc(-c2cc(-c3ccccc3)c(C#N)c(SCC(=O)Nc3ncc(C)s3)n2)cc1	0	56*	7	-42	4	3	2	3.9	6

(list continues)
SMILES	TPT1 inh	core dimer inh	AHR act	PAFAH2 inh	PP1 inh	CTSL1 counter	procasp3 activ	PP5 primary	proCasp7 act
O=c1c2ccccc2c(C=Nc2ccc(O)cc2)c(O)n1Cc1ccccc1	-1	2	0	0	-1	-2	-31	1.6	-48
COc1ccc(OCCSc2nc(C)nc3ccccc23)cc1	1	3	5	6	-1	5	-2	-0.2	1
OCCN(CCCn1c(C(F)(F)F)nc2ccccc21)c1nc(CN2CCCCC2)cs1	-4	-4	0	-4	-3	1	2	-0.7	0
CC(=O)c1cccc(NS(=O)(=O)c2ccc(NC(=O)N3CCCCC3)cc2)c1	0	-26	-1	-2	-2	-2	13	2.6	8
COc1ncnc2c1oc1nc(C(C)C)c3c(c12)CC(C)(C)OC3	-4	-3	1	-6	5	3	3	3.0	11
Fc1ccccc1N1CCN(Cc2nc(-c3ccccc3)no2)CC1	-3	4	1	0	-2	1	-2	-0.2	3
COc1ccc(C(CNC(=O)Cc2cc(OC)c(OC)c(OC)c2)N2CCCC2)cc1 (stereo not drawn)	-2	3	4	-3	-6	13	-1	-1.1	11
Cc1ccc(NC(=O)c2ccc3snnc3c2)cc1	1	2	63*	-5	-1	-8	-5	-0.3	16
COc1ccc(N(C(=O)c2snc(C(N)=O)c2N)C(C(=O)NC2CCCC2)c2cccs2)c(OC)c1 (stereo not drawn)	-1	3	0	0	3	6	2	2.2	-2
Cc1ccc(NC(=O)N[C@@H](CC(C)C)C(=O)O)c(C)c1	1	-3	1	4	2	-1	-3	0.4	6
Cc1noc(C)c1S(=O)(=O)Nc1c(C)n(C)n(-c2ccccc2)c1=O	4	1	0	1	0	1	6	-0.3	-1
COc1ccc(OC)c(NC(=O)CCNS(=O)(=O)c2ccc3c(c2)oc(=O)n3C)c1	2	2	2	-3	1	-4	-4	5.4	4
Cc1cc(C(=O)OCC(=O)N(C)c2ccccc2)c(C)o1	·	·	2	12	·	·	-4	·	-3
C=CCC12C=C(OC)C(=O)OC(OC)(C1O)[C@H](c1ccc3c(c1)OCO3)[C@H]2C (stereo partly drawn)	-3	-1	-1	-3	-3	0	6	3.4	8
CCOc1ccc(Cl)cc1C1=CC(=O)C[C@H](c2ccc(OC)cc2)C1	·	·	5	-4	-7	·	0	-0.2	9
Cc1ccc(NC(=O)N2CCc3ccccc3C2)cc1	1	-1	16	-1	1	-1	4	2.5	-3
COc1ccccc1C(=O)NC(=O)COC(=O)c1oc2ccccc2c1C	·	·	0	2	-2	·	4	0.2	0
COc1ccc(S(=O)(=O)Nc2cccc3c2O[C@H](CN(C)Cc2ccc(C(=O)O)cc2)[C@@H](C)CN([C@H](C)CO)C3=O)cc1	·	·	0	4	·	·	2	·	-6
CC(C)C(NC(=O)c1ccccc1)C(=O)NCCc1ccccc1 (stereo not drawn)	1	-4	9	10	-5	0	7	-2.8	5
O=C(NCc1cccc(F)c1)c1cccc2c1C(=O)c1ccc(N3CCC(Cc4ccccc4)CC3)cc1S2(=O)=O	·	·	3	-21	·	·	-18	·	-17
Cc1ccc2oc(=O)c3cnn(CC(=O)N(CCN(C)C)Cc4ccco4)c3c2c1	-3	22	2	-5	0	2	-3	-0.6	3
Cc1nnsc1S(=O)(=O)Cc1ccccc1Cl	0	-2	-3	2	0	1	7	2.6	3
c1ccc(-c2noc(-c3cccc4ccccc34)n2)cc1	-4	2	51*	-16	-3	2	4	-1.1	11
CC(C)OC(=O)c1ccc(N2CCN(c3ccc(F)cc3)CC2)nc1	0	10	-4	2	0	3	2	2.1	5
Cc1cc(C)c(NC(=O)Nc2ccccc2C)c(Cl)c1	-4	2	3	4	-2	-5	7	-2.9	-9
COc1ccc(/C=N/OCC(=O)OCC(=O)N(C)c2ccccc2)cc1	-1	-1	1	-1	-3	-3	-2	0.9	-5
O=C(COC(=O)c1cc(S(=O)(=O)N2CCOCC2)ccc1F)c1ccccc1	·	·	-1	-5	·	·	0	·	-8
Cn1c(=O)[nH]c(=O)c2c1nc(N1CCCCCC1)n2CCOc1ccccc1	1	5	-1	-3	5	1	-4	-0.8	1
O=C(COC(=O)c1ncc(Cl)c(Cl)c1Cl)Nc1ccccc1OC(F)F	1	14	29	1	-1	-7	6	2.0	-4
O=C(COC(=O)CC1CC2CCC1C2)NC(=O)NCc1ccco1 (stereo not drawn)	0	23	0	5	3	-1	-3	2.6	0
Cc1cc(C(=O)NNC(=O)COc2c(C)cc(Br)cc2C)n[nH]1	3	-13	7	7	0	-12	-4	-6.0	2
COC(=O)[C@]1(C)N[C@H](CN(C)C(=O)Nc2ccc(C(F)(F)F)cc2)[C@@H]2C(=O)N(C)C(=O)[C@@H]21	·	·	1	-1	·	·	-1	·	7
Cc1ccccc1OCCC(=O)Nc1ccccc1C(=O)N1CCCCC1	·	·	0	-5	-2	·	8	1.0	13
O=c1cc2c(nn1Cc1ccccc1)-c1ccccc1CC2	1	6	12	-13	0	9	6	-1.1	6
CC1CC(C)CN(C(=O)c2ccc(Br)c(S(=O)(=O)N3CCOCC3)c2)C1 (stereo not drawn)	·	·	0	5	-3	·	0	1.6	4

Screens (PubChem)
